IL1B NFkB inh – blocks IL-1B driven NFkB nuclear translocation in HUVEC cells | HUVEC IL-1B NFkB p65 nuclear translocation imaging | inhibition, % at 2 µM | 94,000 tested, 0.43% active | AID 796;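 active means inhibition above about 30% together with a positive call from visual inspection of the well image, limit read from the data; inconclusive means inhibition above a set limit but visual check negative; inactive means inhibition not above a set limit, visual check negative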;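 further: nuclear over cytoplasmic p65 intensity ratio measured by imaging; 0% = IL-1B stimulated DMSO wells and 100% = unstimulated DMSO wells; values of inactives mirror those of a sister screen read the other way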
MRP reversal – compounds reversing MRP-mediated drug resistance | H69AR cells + 2 uM doxorubicin, CellTiter-Glo, 72 h | differential viability (reversal), % at 10 µM | 85,000 tested, 0.04% active;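 active means viability drop by adding the cancer drug above about 55%, with treated viability meeting a 40% cutoff, limit read from the data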;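 further: viability without doxorubicin minus viability with 2 µM doxorubicin for each compound; larger differential means the compound sensitizes cells more to doxorubicin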
Bcl-B displacement – displacers of TR3 peptide from Bcl-B, primary screen, selectivity assay for Bfl-1 inhibitor project, biochemical, fluorescence polarization; FP displacement of FITC-TR3 peptide from Bcl-B; higher % means a stronger effect; displacement, % at 20 µM; hits with a dose series show IC50 in µM; 96,000 tested, 0.11% active; AID 748;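 active means displacement above 50% at 20 µM plus a fluorescence interference ratio under 1.5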;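 further: plate controls were wells without compound for no effect and wells lacking Bcl-B protein for full effect; a part of the inactive calls stands beside numbers as strong as those of hits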
IL1B NFkB pot – enhances IL-1B driven NFkB nuclear translocation | 94,000 tested, 0.3% active | activation, % at 2 µM | HUVEC IL-1B NFkB p65 nuclear translocation imaging | AID 819;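 active means activation above 40%, about the mean plus 3 SD, also judged a hit on visual image review; inconclusive means activation above 40% but not a hit on visual review; inactive means activation not above 40% and no visual hit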;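 further: percent activation is computed from the nuclear over cytoplasmic p65 intensity ratio; values of inactives mirror those of a sister screen read the other way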
PLAP inhibition – PLAP enzyme inhibitors, biochemical, luminescence, HTS (AID 690) | purified PLAP, luminescent substrate; higher % means a stronger effect | inhibition, % at 20 µM; hits with a dose series show IC50 in µM | 96,000 tested, 0.08% active; in the data active means a potency from the dose series; inactive means the rest, 99 in 100 with inhibition below about 30%; further: strong numbers were not always called active
MRP reversal cytotoxicity – second read-out of MRP reversal, no call of its own (marks repeat the call); viability, %; H69AR cells, CellTiter-Glo, 72 h; measured here: cytotoxicity without doxorubicin
MRP reversal with doxorubicin – second read-out of MRP reversal, no call of its own (marks repeat the call); viability, %; measured here: viability with 2 uM doxorubicin; stronger effect = lower value
IL1B NFkB inh cell count 2 µM – recorded beside IL1B NFkB inh, whose call it bears; cell count; measured here: cells passing quality filter;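 raw number of nuclei counted in each imaged well without normalization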
IL1B NFkB pot cell count 2 µM – recorded beside IL1B NFkB pot, whose call it bears; cell count; measured here: cells passing quality filter
Numbers without * were called inactive; ? = inconclusive; · = not tested or not shown. Some of the compounds tested (hit frequency here may not be typical).

SMILES	IL1B NFkB inh	IL1B NFkB inh cell count 2 µM	MRP reversal	MRP reversal cytotoxicity	MRP reversal with doxorubicin	Bcl-B displacement	IL1B NFkB pot	IL1B NFkB pot cell count 2 µM	PLAP inhibition
Cc1cccc(C)c1NC1=NCCCCS1	-4	200	-11	96	107	0%	4	200	-16%
Cc1ccc2cc3cc(C(=O)N4CCC5(CC4)OCCO5)oc3nc2c1	4	191	3	96	93	3%	-4	191	-7%
Cc1ccccc1C(O)(Cc1ccccc1)C1CN2CCC1CC2 (stereo not given)	0	206	-11	42	53	-7%	0	206	-7%
Cc1ccc(N)c(C(=O)c2ccccc2)c1	-5	159	17	103	86	-9%	5	159	-4%
CC1=NN(c2ccccc2)C(=O)C1/C=C1\C(=O)NC(=O)N(c2cc(C)cc(C)c2)C1=O (stereo not given)	7	157	5	92	86	·	-7	157	·
COc1cccc(-c2nc(CS(=O)CC(=O)N3CCC4(CC3)OCCO4)c(C)o2)c1 (stereo not given)	2	129	-2	89	91	-1%	-2	129	-33%
COc1ccc(OC)c(CN2CCN(C(=O)COc3cccc(C)c3)CC2)c1	-25	98	-10	76	86	-6%	25	98	-52%
CC(C)OC12Oc3ccccc3C=C1N1CCC2CC1 (stereo not given)	2	101	-5	91	96	2%	-1	101	-44%
CC(=NCCCN1CCOCC1)c1c(O)[nH]c(=O)[nH]c1=O	-13	99	11	95	84	-4%	13	99	20%
Cc1ccc2occ(CN3CC4CC(C3)c3cccc(=O)n3C4)c(=O)c2c1 (stereo not given)	·	·	6	76	70	0%	·	·	-18%
Cn1ncnc2c(=O)n(C)c(=O)nc1-2	·	·	·	·	·	-6%	·	·	-14%
CN1CCN(C(=O)COc2ccc3ccccc3c2Br)CC1	·	·	10	89	79	-9%	·	·	-26%
CCOc1ccccc1-n1c(O)c(C=NCc2ccc3c(c2)OCO3)c(=O)[nH]c1=O	-25	193	21	101	80	2%	25	193	-79%
Cc1c(NC(=O)C(C)OC(=O)Cc2ccccc2)c(=O)n(-c2ccccc2)n1C (stereo not given)	-10	181	·	·	·	0%	10	181	-12%
C=CCN1C(=O)C2(C(C(=O)OCC)=C(N)Oc3c2c(=O)oc2ccccc32)c2ccccc21 (stereo not given)	-13	146	2	80	78	4%	13	146	-38%
CCCS(=O)(=O)N1CCCC(C(=O)N2CCC3(CC2)OCCO3)C1 (stereo not given)	-16	34	6	100	94	15%	16	34	-5%
O=C(COC(=O)Cc1ccccc1)NC12CC3CC(CC(C3)C1)C2	-1	177	12	99	87	-2%	1	177	4%
C=Cn1ccnc1P(=S)(c1ccc(N(C)C)cc1)c1nccn1C=C	-13	182	-9	64	74	-5%	13	182	-8%
CCC(=NC1CC1)c1c(O)n(C2CCCCC2)c(=O)[nH]c1=O	4	137	2	80	78	0%	-4	137	-8%
c1ccc(C2N3CCCN23)cc1 (stereo not given)	4	164	-4	102	106	-6%	-4	164	3%
Cn1c(O)c(C=NCCCN2CCCC2=O)c(=O)n(C)c1=O	·	·	17	107	90	-1%	·	·	-11%
CCN(CC)CCCN=Cc1c(O)n(-c2cccc(C)c2C)c(=O)[nH]c1=O	-49	131	10	103	94	-2%	?	·	-13%
CC1(C)CC(=O)C=C(NCCN2CCN(C(=O)Cc3ccc(Cl)cc3)CC2)C1	15	151	10	87	78	-12%	-15	151	-46%
Cc1nc2cc(-c3ccccc3)nn2c(C)c1CCC(=O)N1CCC2(CC1)OCCO2	·	·	-15	64	79	-6%	·	·	-47%
Cc1ccc(N2C(=O)NC(=O)C3(Cc4ccccc4N4CCCC43)C2=O)cc1 (stereo not given)	-7	116	16	89	73	·	7	116	·
CCC(=NCc1cccnc1)c1c(O)n(C2CCCCC2)c(=O)[nH]c1=O	-6	117	20	73	53	38%	6	117	-19%
Nc1c(C(=O)NCCN2CCOCC2)c2nc3ccccc3nc2n1Cc1ccco1	7	188	-8	55	64	-15%	-7	188	-53%
Cc1c(/C=C2/CC3C4CC=C5CC(O)CCC5(C)C4CCC3(C)C2=O)cnn1C (stereo not given)	8	137	36	104	68	·	-8	137	·
O=C(Nc1ccc2c(c1)OCO2)c1cn(Cc2ccc(F)cc2)nn1	-9	76	-8	80	88	12%	9	76	4%
COc1ccccc1N1CCN(C(CNC(=O)Oc2ccccc2)c2cccnc2)CC1 (stereo not given)	·	·	3	78	75	-2%	·	·	-31%

A run of entries of the results above, for reference:
SMILES	IL1B NFkB inh	IL1B NFkB inh cell count 2 µM	MRP reversal	MRP reversal cytotoxicity	MRP reversal with doxorubicin	Bcl-B displacement	IL1B NFkB pot	IL1B NFkB pot cell count 2 µM	PLAP inhibition
O=C(COC(=O)Cc1ccccc1)NC12CC3CC(CC(C3)C1)C2	-1	177	12	99	87	-2%	1	177	4%
C=Cn1ccnc1P(=S)(c1ccc(N(C)C)cc1)c1nccn1C=C	-13	182	-9	64	74	-5%	13	182	-8%
CCC(=NC1CC1)c1c(O)n(C2CCCCC2)c(=O)[nH]c1=O	4	137	2	80	78	0%	-4	137	-8%
c1ccc(C2N3CCCN23)cc1 (stereo not given)	4	164	-4	102	106	-6%	-4	164	3%
Cn1c(O)c(C=NCCCN2CCCC2=O)c(=O)n(C)c1=O	·	·	17	107	90	-1%	·	·	-11%
CCN(CC)CCCN=Cc1c(O)n(-c2cccc(C)c2C)c(=O)[nH]c1=O	-49	131	10	103	94	-2%	?	·	-13%
CC1(C)CC(=O)C=C(NCCN2CCN(C(=O)Cc3ccc(Cl)cc3)CC2)C1	15	151	10	87	78	-12%	-15	151	-46%
Cc1nc2cc(-c3ccccc3)nn2c(C)c1CCC(=O)N1CCC2(CC1)OCCO2	·	·	-15	64	79	-6%	·	·	-47%
Cc1ccc(N2C(=O)NC(=O)C3(Cc4ccccc4N4CCCC43)C2=O)cc1 (stereo not given)	-7	116	16	89	73	·	7	116	·
CCC(=NCc1cccnc1)c1c(O)n(C2CCCCC2)c(=O)[nH]c1=O	-6	117	20	73	53	38%	6	117	-19%
Nc1c(C(=O)NCCN2CCOCC2)c2nc3ccccc3nc2n1Cc1ccco1	7	188	-8	55	64	-15%	-7	188	-53%
Cc1c(/C=C2/CC3C4CC=C5CC(O)CCC5(C)C4CCC3(C)C2=O)cnn1C (stereo not given)	8	137	36	104	68	·	-8	137	·
O=C(Nc1ccc2c(c1)OCO2)c1cn(Cc2ccc(F)cc2)nn1	-9	76	-8	80	88	12%	9	76	4%
COc1ccccc1N1CCN(C(CNC(=O)Oc2ccccc2)c2cccnc2)CC1 (stereo not given)	·	·	3	78	75	-2%	·	·	-31%

The listing picks up with the 2 entries that preceded the break.
SMILES	IL1B NFkB inh	IL1B NFkB inh cell count 2 µM	MRP reversal	MRP reversal cytotoxicity	MRP reversal with doxorubicin	Bcl-B displacement	IL1B NFkB pot	IL1B NFkB pot cell count 2 µM	PLAP inhibition
O=C(Nc1ccc2c(c1)OCO2)c1cn(Cc2ccc(F)cc2)nn1	-9	76	-8	80	88	12%	9	76	4%
COc1ccccc1N1CCN(C(CNC(=O)Oc2ccccc2)c2cccnc2)CC1 (stereo not given)	·	·	3	78	75	-2%	·	·	-31%
COCCCNC(=O)c1c(NC(=O)c2ccccc2Cl)n(Cc2ccccc2)c2nc3ccccc3nc12	-9	158	-1	60	61	-18%	9	158	-37%
CC1CN(CCc2ccccc2)CC(C)O1 (stereo not given)	2	151	-1	94	96	0%	-2	151	-15%
COc1ccc(S(=O)(=O)NC(CC(=O)N2CCC3(CC2)OCCO3)C(C)C)cc1 (stereo not given)	-30	198	7	105	98	-3%	30	198	-4%
Cc1ccc(/C=C2/C(=O)NC(=O)N(CCc3ccc(F)cc3)C2=O)o1	7	132	·	·	·	-1%	-7	132	1%
Cc1cc(S(=O)(=O)NC(C)C)ccc1OCC(=O)N1CCN(Cc2ccc3c(c2)OCO3)CC1	3	167	6	92	86	-8%	-3	167	-65%
CCOC(=O)C1CCN(/C=C2/C(=O)NC(=O)N(Cc3ccco3)C2=O)CC1	·	·	-3	83	86	0%	·	·	2%
Cc1c(N=Cc2c(O)n(CCc3ccccc3)c(=O)[nH]c2=O)c(=O)n(-c2ccccc2)n1C	-24	141	-4	91	95	1%	24	141	-31%
Cc1sc2nc(COC(=O)Cc3ccccc3)[nH]c(=O)c2c1C	-2	182	-8	88	96	-58%	2	182	-39%
CCOC(=O)C1=C(C)N(C)C2(C)CC1c1ccccc1O2 (stereo not given)	-27	195	6	100	93	3%	27	195	-25%
Cc1cc(O)c(CN2CCN(c3ccccc3)CC2)cc1C	1	157	-2	99	101	-4%	-1	157	6%
O=c1c2ccccc2nc(-c2ccco2)n1-c1ccccn1	-4	159	-10	83	92	-8%	4	159	-1%
CCOC(=O)CC1=C(C(=O)OCC)C2(C(=O)N1CC(=O)OC)C(C#N)=C(N)Oc1ccccc12 (stereo not given)	1	175	13	104	90	3%	-1	175	-6%
CCC(=NCCCN1CCOCC1)c1c(O)n(Cc2ccccc2)c(=O)[nH]c1=O	-21	130	-4	69	73	4%	21	130	-54%
Cc1ccc(-c2nc(N(C)C3CCN(C)CC3)c3ccccc3n2)cc1	-6	191	-1	3	3	-2%	6	191	-55%
CCOC(=O)[C@]1(C#N)[C@@H]2C=CC(C(C)=O)=CN2[C@@H](C(N)=O)[C@@H]1c1ccsc1	-13	137	16	87	72	57%	13	137	-16%
Cc1ccc2c(c1)CC1(CN2C)C(=O)NC(=O)N(C(C)C)C1=O (stereo not given)	-9	101	15	100	85	-18%	9	101	6%
C[n+]1ccc(-c2ccncc2)cc1	-11	147	-8	95	104	0%	11	147	-3%
CCC(=Nc1ccccc1NC(C)=O)c1c(O)n(C)c(=O)n(C)c1=O	-5	141	·	·	·	-7%	5	141	-2%
CCN(CC)C(=O)c1ccc(N2C(=O)C3CC=C(Cl)CC3C2=O)cc1 (stereo not given)	·	·	-17	81	97	11%	·	·	-51%
CCOC(=O)c1c(N)n(CCN2CCCCC2)c2nc3ccccc3nc12	-4	164	19	80	62	-2%	4	164	-67%
CC1=CC(=O)NP(=O)(Oc2ccc3ccccc3c2)N1 (stereo not given)	-30	153	-6	77	83	-8%	31	153	11%
Cc1cccc(CN2CCN(Cc3ccc(Cl)cc3)CC2)c1	4	147	-3	82	85	8%	-3	147	-30%
CN1C(=O)C(C2(C#N)CCCCC2)C(=O)N(C)C1=O	-48	114	6	89	83	-1%	49*	114*	-13%
Cn1nc(N)c2c1N=P(N1CCOCC1)(N1CCOCC1)N=C2c1ccccc1	0	192	2	105	102	2%	1	192	-22%
